Compound activity: PubChem BioAssay, National Center for Advancing Translational Sciences (NCATS)
POLI inh: inhibitors of human DNA polymerase iota | Pol iota fluorescent replication assay, 10 min | actives 1% (n = 390,000) | Potency, µM (doses to about 115 µM), inactives show at the top dose activity, negative = inhibition, most hits filed as inhibitors | Q9UNA4
Target sequence (Q9UNA4 whole entry, looked up): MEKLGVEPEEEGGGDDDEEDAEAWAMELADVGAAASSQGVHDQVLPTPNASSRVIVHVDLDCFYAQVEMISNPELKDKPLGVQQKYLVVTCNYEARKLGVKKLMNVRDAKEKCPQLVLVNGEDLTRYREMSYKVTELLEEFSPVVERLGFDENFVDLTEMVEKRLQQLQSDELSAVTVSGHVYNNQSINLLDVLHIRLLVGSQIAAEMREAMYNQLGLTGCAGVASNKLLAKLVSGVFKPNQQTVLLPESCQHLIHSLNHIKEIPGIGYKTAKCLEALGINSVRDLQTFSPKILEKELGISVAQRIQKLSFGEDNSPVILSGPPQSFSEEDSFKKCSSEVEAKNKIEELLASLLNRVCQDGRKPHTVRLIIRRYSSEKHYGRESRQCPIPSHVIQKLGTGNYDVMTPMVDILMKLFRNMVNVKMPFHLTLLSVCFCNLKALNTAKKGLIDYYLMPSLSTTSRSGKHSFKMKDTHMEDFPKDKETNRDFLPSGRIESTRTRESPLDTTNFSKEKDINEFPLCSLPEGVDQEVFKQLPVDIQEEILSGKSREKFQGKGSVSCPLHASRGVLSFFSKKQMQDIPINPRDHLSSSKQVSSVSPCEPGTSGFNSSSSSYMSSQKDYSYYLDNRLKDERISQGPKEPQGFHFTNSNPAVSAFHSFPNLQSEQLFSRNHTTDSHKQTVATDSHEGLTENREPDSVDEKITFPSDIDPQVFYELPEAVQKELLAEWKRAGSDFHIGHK
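Pol iota at 10 nM preincubated 15 min with compounds at room temperature; reaction started with fluorescent substrate, 50 nM final. Fluorescence read kinetically at 0 and 10 min; buffer-only wells as negative control.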
POLK inh: DNA polymerase kappa (human) inhibition; actives 0.53% (n = 400,000); Potency, µM (highest dose often 107 µM), for the others: at the top dose activity, negative = inhibition, most hits filed as inhibitors; purified Pol kappa, fluorescent DNA synthesis assay, 10 min; note: % is set by controls: 0 for no effect and ±100 for the full control effect
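10 nM Pol kappa was preincubated with compounds for 15 min at room temperature. Reaction started with 50 nM (final) substrate. Fluorescence read kinetically at 0 and 10 min.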
* marks the source's active call; other numbers are inactive results; u = inconclusive; & = joins results of further samples; [ ] = another dose, or the depositor's remark. Calls come from the whole dose curve; as a rule, active = well fitted inhibition curve with a large enough effect; inconclusive = small, poorly fitted or top-dose-only effect, or another doubt; inactive = no such curve, though single readings can be large or run the other way. Potency is the fitted concentration of half-maximal effect. The list is partial. The share of hits here may be higher or lower than overall.

A first look, seven compounds:
SMILES	POLI inh	POLK inh
CSc1ccc(/C=C2\C=Cc3ccc([N+](=O)[O-])cc32)cc1	29.3%	-21.8%
Nc1ccc2c(c1)C=C/C2=C\c1ccccc1	-8.9%	-21.1%
CCOc1ccccc1C1NC(c2ccc3c(c2)OCO3)=CC(c2ccccc2O)N1 (stereo not given)	-5.2%	-9.5%
O=C(C[n+]1ccccc1Br)c1ccc(Cl)cc1	-14.9%	-11.0%
CCCN1CNc2c(c(=O)[nH]c(=S)n2CCc2ccc(C)cc2C)C1	u	6.2%
O=C(Nc1ccccc1Br)c1cnn2c1NC(=C1CC1)C=C2C(F)F	u	-18.7%
COc1cccc(S(=O)(=O)N2CCN(c3nc(-c4cccs4)nc4ccccc34)CC2)c1	6.0%	-1.5%

This part in full, from the start:
SMILES	POLI inh	POLK inh
CSc1ccc(/C=C2\C=Cc3ccc([N+](=O)[O-])cc32)cc1	29.3%	-21.8%
Nc1ccc2c(c1)C=C/C2=C\c1ccccc1	-8.9%	-21.1%
CCOc1ccccc1C1NC(c2ccc3c(c2)OCO3)=CC(c2ccccc2O)N1 (stereo not given)	-5.2%	-9.5%
O=C(C[n+]1ccccc1Br)c1ccc(Cl)cc1	-14.9%	-11.0%
CCCN1CNc2c(c(=O)[nH]c(=S)n2CCc2ccc(C)cc2C)C1	u	6.2%
O=C(Nc1ccccc1Br)c1cnn2c1NC(=C1CC1)C=C2C(F)F	u	-18.7%
COc1cccc(S(=O)(=O)N2CCN(c3nc(-c4cccs4)nc4ccccc34)CC2)c1	6.0%	-1.5%
Nc1c(Cl)cc(C=O)cc1Cl	23.1%	-11.5%
O=[N+]([O-])c1ccc2c(c1)C=C/C2=C/c1ccccc1	u	-8.2%
CN(C)c1ccc(C2CCc3ccccc3N2C(=O)c2ccccc2)cc1 (stereo not given)	55.4%[activator]	-5.9%
NC1CCc2ccc([N+](=O)[O-])cc21 (stereo not given)	3.4%	-5.8%
CC(=O)c1c(C)[nH]c2ccc(OCC(O)CNCCc3ccccc3)cc12 (stereo not given)	10.9%	-13.6%
CC[N+](C)(C(=O)O)/C(=C\c1ccccc1)c1ccnc2ccccc12 (stereo not given)	-2.0%	-24.8%
COCc1nnc(NC(=O)C2CCN(C(=O)c3ccccc3)CC2)s1	u	-4.8%
C=C1C=C(C(F)F)n2ncc(C(=O)NCc3ccc(Cl)cc3)c2N1	13.6%	-1.9%
Cc1[nH]c2ccccc2c1/C=C/c1c(C)[nH]c2ccccc12	3.1%	-16.0%
COc1cc(OC)c(-c2nn3c(-c4cc(C)[nH]n4)nnc3s2)cc1OC	0.7%	-3.9%
O=S1(=O)CCOCCCN1Cc1cccc(Cl)c1	11.5%	-13.5%
Cc1ccc(CN(Cc2cc3cc(C)ccc3[nH]c2=O)Cc2nnnn2Cc2ccccc2)cc1	-16.6%	-5.5%
O=S1(=O)CCOC[C@H](c2ccccc2)N1Cc1ccc(F)cc1	32.0%[activator]	-15.7%
C1=Cc2ccccc2/C1=C\c1cccc(/C=C2\C=Cc3ccccc32)c1	u	u
CC(C)Oc1ccc(-c2nc(-c3cccnc3)no2)cc1	17.6%	-4.3%
COc1ccc(C(=O)C[n+]2ccc(Cl)c3ccc(Cl)cc32)cc1	-11.3%	-0.5%
CCCCc1ccc(NC(=O)COC(=O)c2ccccc2OCC(=O)Nc2ccc(Br)cc2)cc1	7.0%	-12.9%
CC[n+]1c2ccccc2cc2ccccc21	23.1%	-12.9%
O=Cc1ccc(O)cc1	-1.8%	1.5%
Cc1ccc2[nH]c(=O)c(CN(Cc3ccccc3)Cc3nnnn3Cc3ccccc3)cc2c1	6.8%	-14.0%
N/C(=C\c1ccccc1)c1ccncc1	-5.7%	-17.5%
Cc1ccc(Nc2nc(NCc3ccco3)nc3nccnc23)cc1Cl	33.5%[activator]	-18.6%
S=C(NCCCN(Cc1ccc(Cl)cc1)c1ccc(Br)cn1)NCc1ccc2nc[nH]c2c1	-11.0%	-9.3%
CCc1ccc(NC(=O)Cn2c(SCc3ccc(C)cc3)nc3ccncc32)cc1	u	-10.3%
N#Cc1c2c(c(Cl)n3c1nc1ccccc13)CCCC2	-13.9%	3.9%
O=c1[nH]cc(CCc2ccccc2)c2ncncc12	u	-0.3%
Cc1onc(-c2ccccc2Cl)c1C(=O)Nc1nnc(C2CCCCC2)s1	13.7%	3.9%
COc1ccc(C2Nc3ccccc3C(=O)N2Cc2ccccc2)cc1COc1ccc([N+](=O)[O-])cc1 (stereo not given)	11.6%	-6.1%
Cc1cnc2ccccc2c1/C=C/c1ccc(N)cc1	-4.4%	-17.5%
COc1ccc(CCn2c3c(c(=O)[nH]c2=S)CN(CC(C)C)CN3)cc1OC	u	-12.7%
CCCCCCCCN1[C@@H](CC(C)=O)c2ccc(/C=C/C(C)=O)cc2S1(=O)=O	u	13.7%
COc1ccc(OC)c(/C=C/c2cc3ccccc3c[n+]2C)c1	10.4%	3.8%
COc1ccc(CNc2nc(Cl)nc3nc[nH]c23)cc1	u	-1.1%&-3.8%
O=S1(=O)CCO[C@H]2CCCC[C@@H]2N1Cc1cccc(F)c1	38.4%[activator]	-6.3%
CC[N+]1(CC(=O)c2ccc(Br)cc2)CCCCC1	-6.2%	4.6%
Cc1ccc(C(=O)NCC(=O)OCC(=O)c2cccc3ccccc23)cc1	-12.4%	2.3%
COc1ccc2c(c1)c1nnc(SC)nc1n2Cc1ccccc1	-2.6%	-16.6%
O=C(NC1CCCC1)c1cnn2c1NC(=C1CC1)C=C2C(F)F	-15.1%	-13.9%
COc1ccc(CN2CC[C@H]3C=CC[C@@H](C(=O)Nc4ccc(Cl)cc4Cl)[C@H]3C2=O)cc1OC	6.3%	-17.5%
OC(Cc1ccc2ccccc2n1)c1ccccc1 (stereo not given)	0.6%	-8.3%
O=C(COc1ccccc1C(=O)Nc1ccccc1)Nc1ccccc1Cl	-22.2%	-1.0%
COc1ccc(C(=O)C[n+]2ccccc2Cl)cc1	-20.3%	10.9%
CCSc1ncc(Cl)c(C(=O)Nc2sc3c(c2C(=O)NCCOC)CCCC3)n1	1.6%	-15.0%
C=CCNc1nc(NC2CCN(C)CC2)c2cc(OC)c(OC)cc2n1	-25.8%	-24.2%
CC(O)(c1ccccc1)[N+]1(CC(=O)c2ccccc2)C=CC=C1 (stereo not given)	-11.2%	-20.6%
COc1ccccc1CCC(=O)O	17.0%	-15.1%
CC(=O)Nc1ccc(/C=C/c2sc3ccccc3[n+]2CCCCI)cc1	79.4µM*	44.7µM*
O=C(COC(=O)c1ccccc1Oc1ccccc1)Nc1ccc(Br)cc1	-10.0%	6.3%
COc1cc2cc(C#N)c(SCC(=O)OC(C)C)nc2cc1OC	16.9%	-7.0%
CC(C)CN(C)c1ccc(/C=C2\C=Cc3ccccc32)cc1	10.4%	1.3%
CN(C)c1ccc(/C=C/c2ccnc3c(-c4ccccc4)cccc23)cc1	-6.3%	-3.1%
COc1cc2c(NC3CCN(C)CC3)nc(N3CCCCC3)nc2cc1OCCOCCN(C)C	50.1µM*	-29.3%
OCCN(CCO)c1ccc(/C=C/c2ccnc3ccccc23)cc1	22.5%	-13.9%

New compounds follow
SMILES	POLI inh	POLK inh
CN(C)c1ccc(/C=C2\C=Nc3ccccc32)cc1	16.8%	2.9%
CCCCCCCCCC[n+]1ccc(/C=C/c2c(C)[nH]c3ccccc23)cc1	-8.4%	-23.3%
O=C(C[N+]1(CCO)CCOCC1)c1ccc2ccccc2c1	4.1%	3.8%
O=S(=O)(c1ccccc1C(F)(F)F)N1CCN(c2nc(-c3ccccc3)nc3ccccc23)CC1	11.7%	-19.6%
CCOc1ccc(S(=O)(=O)N2CCN(c3nc(-c4ccccc4)nc4ccccc34)CC2)cc1OCC	-6.5%	8.8%
Cc1ccc(S(=O)(=O)N2CCN(c3nc(-c4cncnc4)nc4ccccc34)CC2)cc1	-2.1%	-5.0%
N#Cc1nc(-c2ccc(OCc3ccccc3Cl)cc2)oc1N1CCC(C(N)=O)CC1	31.5%[activator]	-10.4%
COc1cc2c(NC3CCN(C)CC3)nc(N3CCCN(C)CC3)nc2cc1OCc1ccccc1	-1.2%	-7.2%
CN(C)c1ccc(-c2nn3c(-c4cc(-c5ccccc5)n[nH]4)nnc3s2)cc1	3.3%	-7.6%
Clc1ccc(-c2csc3ncnc(Sc4nnnn4C4CC4)c23)cc1	-16.9%	-2.4%
COc1ccc(CCNC(=O)c2cnn3c2NC(=C2CC2)C=C3C(F)F)cc1OC	11.9%	4.7%
CCCCCCN(CCCCCC)c1ccc(/C=C/c2ccnc3ccccc23)cc1	35.8%[activator]	-10.0%
O=[N+]([O-])c1ccc2nc(CO)[nH]c2c1	1.3%	-8.8%
Cc1nc([N+](=O)[O-])cn1CC(=O)c1ccc2c(c1)OCCO2	-8.4%	9.1%
CN(C)c1ccc(/C=C/c2cc3ccccc3c[n+]2C)cc1	u	-38.3%
COc1cc(N(C)C)ccc1/C=C1\C=Cc2ccccc21	51.3%[activator]	4.1%
COc1cc2nc(Cl)nc(NC(C)C)c2cc1OC	13.3%	-21.8%
COc1ccccc1/C=C/c1ccnc2ccccc12	11.2%	-3.4%
CC(=O)Oc1ccc(-c2nc(-c3ccccc3)no2)cc1	7.5%	-10.3%
CCC[N+](C)(C)c1ccc(/C=C/c2ccncc2)cc1	u	-27.0%
COc1ccc(C[C@@H]2C(=O)N[C@H](C)C(=O)N(C)[C@@H]3Cc4ccc(cc4)Oc4cc(ccc4O)C[C@H](C(=O)N[C@@H](C)C(=O)N[C@H](C)C(=O)N2C)N(C)C3=O)cc1	7.0%	-15.5%
CN(CCC#N)c1ccc(C=O)cc1	1.1%	7.0%
c1ccc(-c2nc(SCC3CCCCO3)n[nH]2)cc1 (stereo not given)	-8.7%	-10.2%
Cn1c(=S)[nH]c2cc(C(=O)N3CCN(C(=O)c4ccccc4)CC3)ccc2c1=O	57.4%[activator]	-1.9%
Cc1cc2ccc(Cl)nc2nc1C	34.1%[activator]	4.6%
CCc1cc(/C=C/c2ccnc3ccccc23)ccc1N(C)C	30.2%[activator]	-9.4%
CC(C)c1ccc(C(=O)C[N+]2(C)CCOCC2)cc1	32.2%[activator]	18.4%
CCc1ccccc1N(C)C	26.3%	11.8%
COc1cc2c(NC3CCN(C)CC3)nc(N3CCCN(C)CC3)nc2cc1OCCN(C)CCN(C)C	-25.8%	-20.2%
COc1ccccc1/C=C/c1nc2ccccc2[nH]1	-6.5%	-10.3%
CCN(c1ccccc1)C1SC(=O)N(c2ccccc2)C1=O (stereo not given)	14.1%	-14.0%
O=CC(=O)c1ccc(Cl)cc1	21.1%	8.7%
O=Cc1cc2c3c(c1)CCCN3CCC2	9.7%	-19.0%
COC(=O)C[C@H]1c2cc(C(F)(F)F)ccc2S(=O)(=O)N1C(C)C	35.0%[activator]	10.8%
CCCCCC1CCNCC1	11.6%	0.7%
CCCC[n+]1c(/C=C/c2ccc(N(C)C)cc2)sc2ccccc21	50.1µM*	u
CCN(CC)/[N+]([O-])=N/OCOC(=O)Cc1c(C)n(C(=O)c2ccc(Cl)cc2)c2ccc(OC)cc12	7.6%	-20.9%
CN(C)c1ccc(/C=C2\NC(=O)NC2=O)cc1	20.6%	-22.6%
CN(C)/[N+]([O-])=N/Oc1ccc([N+](=O)[O-])cc1[N+](=O)[O-]	u	-21.8%
CN(CCN(C)c1nc(-c2cccs2)nc2ccccc12)C(=O)OC(C)(C)C	34.7%[activator]	0.1%
CN(C)c1cc(F)c(C=O)cc1F	29.2%	-4.4%
CCC(C)N(c1ccc(/C=C/c2ccnc3ccccc23)cc1)C(C)CC (stereo not given)	10.0%	-5.7%
Cc1ccn2c(NCc3ccco3)c(-c3ccccc3)nc2c1	u	-5.8%
O=C(Nc1ccc([N+](=O)[O-])cc1Cl)c1cc(Br)ccc1O	8.5%	-2.9%
c1ccc(-c2nc(-c3cnc4ccccc4n3)cs2)cc1	22.8%	11.1%
CCOC(=O)C[n+]1cccc(Br)c1	u	u
CC(C)NS(=O)(=O)c1cc(C(F)(F)F)ccc1/C=C/C(=O)O	-2.6%	13.0%
CC(C(=O)c1ccccc1)[n+]1cccc(Cl)c1 (stereo not given)	8.4%	-8.1%
Clc1ccc(/C=C/c2ccnc3ccccc23)c(Cl)c1	38.1%[activator]	5.0%
COc1ccc2[nH]c(C(O)C(O)c3nc4c(OC)c(OC)ccc4[nH]3)nc2c1OC (stereo not given)	110.6%[activator]	-19.9%
Cc1ccc2c(c1)CCCN2C(=O)c1cnn2c1NC(=C1CC1)C=C2C(F)F	-2.4%	-5.6%
CCCC(=O)Oc1ccc2[nH]c(C(=O)c3cc4ccccc4[nH]3)cc2c1	49.4%[activator]	3.0%
COc1ccc(C#Cc2cnc(Cl)c3cncnc23)cc1OC	26.5%	-1.0%

Reformatted as labelled records: part of the list above
COc1ccc2[nH]c(C(O)C(O)c3nc4c(OC)c(OC)ccc4[nH]3)nc2c1OC (stereo not given)
  POLI inh: 110.6%[activator] | POLK inh: -19.9%
Cc1ccc2c(c1)CCCN2C(=O)c1cnn2c1NC(=C1CC1)C=C2C(F)F
  POLI inh: -2.4% | POLK inh: -5.6%
CCCC(=O)Oc1ccc2[nH]c(C(=O)c3cc4ccccc4[nH]3)cc2c1
  POLI inh: 49.4%[activator] | POLK inh: 3.0%
COc1ccc(C#Cc2cnc(Cl)c3cncnc23)cc1OC
  POLI inh: 26.5% | POLK inh: -1.0%
